TNAP activators – human TNAP enzyme activators, primary screen, biochemical, luminescent, no phosphate acceptor, uHTS (AID 1001); Alkaline phosphatase, tissue-nonspecific isozyme (Homo sapiens); purified TNAP, luminescent activation assay, no phosphate acceptor; higher activation fold means a stronger effect; one-dose activation fold at 20 µM; EC50 in µM for titrated hits; 200,000 tested, 0.03% active; in the data active = activation fold from about 3, or a potency from the dose series; inactive = the rest, 99 in 100 with activation fold below about 1.6; note: many of its hits are not listed in these tables
Insulin prom up – insulin promoter activators in MIN6 cells, imaging, high-content screening, mouse beta cells | 190,000 tested, 0.3% active | AID 1625, 2009 | z-score at 5 µM | MIN6 insulin promoter-GFP reporter; active compounds read high;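 active = z-score above 3 at 5 µM with at least 500 cells counted in the well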
Hep lipid drop – inhibitors of hepatocyte lipid droplet formation, primary screen, imaging, high-throughput imaging, BODIPY stain; AID 1656, 2009; 240,000 tested, 0.4% active; inhibition, % at 6.5 µM; AML12 mouse hepatocytes, oleate lipid droplets;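 active = lipid droplet intensity inhibited by at least 50%, with more than 500 cells counted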
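Assay system: AML12 hepatocytes (mouse); Probe or stimulus: oleic acid at 100 µM to induce lipid droplet formation; Dosing: compound at 6.5 µM only; Schedule: compound with oleate, overnight; Detection: fluorescence imaging, 20x objective, two fields per well; Measure: % inhibition of lipid droplet signal.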
PMI inhibitors – inhibitors of human PMI, primary screen, biochemical, fluorescence intensity, coupled assay (AID 1209); Mannose-6-phosphate isomerase (Homo sapiens); purified PMI enzyme, coupled fluorescence intensity; higher % means a stronger effect; inhibition, % at 20 µM; hits with a dose series show IC50 in µM; 190,000 tested, 0.42% active; in the data active = inhibition above about 50%;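 note: plate controls were DMSO vehicle for no effect and wells lacking substrate for full effect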
T cell modulator – modulators of CD8 T cell-vesicle binding, primary screen, mouse 2C CD8+ T cells, flow cytometry. AID 2052, 2009. 2C CD8+ T cell-vesicle binding; active compounds read low. 330,000 tested, 0.068% active. calls only at 7 µM;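 active = response, share of CD8 T cells binding vesicles, and their 90th percentile fluorescence all below set limits, cut at about 80% in these data, passing the limit was not always enough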
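Read-out – percent CD8+ FL2 mean versus row control · System – murine 2C transgenic CD8+ T lymphocytes · Times – 1.5 h cell–vesicle binding at 37 °C, then 20 min icy labelling · Control set – naked vesicles low, QL9 vesicles with vehicle high · Detection – cytometric PE anti-B7-1 and Alexa647 anti-CD8 signals after 1% paraformaldehyde fixation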
Dynein transport – inhibitors of GR-EGFP nuclear translocation, primary screen, dynein cargo transport inhibitor project, imaging, high-content, 3617.4 mouse cells; test concentration mostly 20 µM; stimulated with dexamethasone, 1 µM; active compounds read low; z-score, hits read low; 220,000 tested, 0.47% active;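 active = plate z-score of nuclear minus cytoplasmic receptor signal below a set negative limit, without overly bright fluorescence or cell loss, cut at about -3.5 in these data, passing the limit was not always enough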;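 note: z-score of nuclear minus cytoplasmic ring GR-EGFP intensity difference per well; some compounds called inactive have numbers as strong as hits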
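Buffer or medium: Induction medium lacking tetracycline, stripped serum | Also added: Dexamethasone agonist, 1.0 µM final, for 30 min | Timing: 48 h induction, 1 h compound, 30 min dex at 37 °C | Detection: Formaldehyde fixation, Hoechst nuclear stain, 10x automated fluorescence imaging | Measure: Nuclear versus cytoplasmic GR-EGFP signal, averaged per well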
b-catenin transl – modulators of beta-catenin nuclear translocation, primary screen, imaging, HeLa cells, immunofluorescence, high-content. nuclear translocation activity, % at 5 µM. 190,000 tested, 0.3% active. AID 1665, 2009;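 active = nuclear translocation activity above 50% at 5 µM, with a well cell count of 50 or more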;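 note: per-cell ratio of nuclear to cytoplasmic median beta-catenin stain intensity; plate controls were DMSO negative control for no effect and GSK-3 inhibitor IX positive control for full effect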
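Test system: human HeLa cell line; Doses: 5 µM primary, 0.02–20 µM confirmation; Incubation: 24 h compound exposure, 37°C; Detection: beta-catenin immunofluorescence imaging with DAPI; Read-out: beta-catenin nuclear/cytoplasmic ratio, % activation.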
Myeloid diff MLP – induction of myeloid progenitor differentiation, primary screen, cell-based, flow cytometry, MLPCN library. AID 624256, 2012. 360,000 tested, 1% active. calls only at 10 µM. ER-HoxA9 myeloid progenitors, lysozyme-GFP differentiation;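 active = normalized GFP-positive differentiation at or above the plate's own cutoff, the solvent-only control mean plus 3 SD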;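 note: cells exposed to compound for four days before flow analysis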
MT stabilize HCS – microtubule stabilizers in HeLa cells, primary screen, imaging, high-content imaging | 200,000 tested, 0.83% active | HeLa tubulin immunostaining HCS, 24 h; share of cells brighter than vehicle mean+2SD | % tubulin-high responders, % at 10 µM;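 active = plate Z-score above 3 for both tubulin-high and condensed-nucleus cell shares, with cell loss under 80%, at 10 µM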;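 note: anti alpha tubulin signal scored within the nucleus-defined area of each cell; some results filed as inactive read as strong as hits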
Dynein transport cytoplasmic EGFP – recorded beside Dynein transport, whose call it bears; z-score; measured here: cytoplasmic GR-EGFP intensity; active compounds read high
Dynein transport nuclear GR-EGFP – also measured in Dynein transport; calls as there; z-score; measured here: nuclear GR-EGFP intensity;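 lower value marks the stronger effect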
Dynein transport cell count – further read-out of Dynein transport, marked with its call; z-score; measured here: cell count per field
Insulin prom up cell count – recorded beside Insulin prom up, whose call it bears; cell count; measured here: cytotoxicity, nuclei count;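 total cells summed across four imaged fields per well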
Hep lipid drop cells 6.5 µM – further read-out of Hep lipid drop, marked with its call; cell count; measured here: cell count, cytotoxicity flag;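 cells counted across two imaged fields per well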
b-catenin transl cell count 5 µM – also measured in b-catenin transl; calls as there; cell count; measured here: cell count, cytotoxicity flag
T cell modulator vesicle-bound % – recorded beside T cell modulator, whose call it bears; double positive events, %; measured here: CD8+ vesicle-bound cell fraction;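 binding gate set so that unloaded-vesicle control wells show 10% double positive cells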
MT stabilize HCS Hoechst-high % – also measured in MT stabilize HCS; calls as there; % Hoechst-high responders; measured here: nuclear condensation Hoechst responders;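 share of cells brighter than vehicle mean plus two SD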
MT stabilize HCS cytotoxicity % – further read-out of MT stabilize HCS, marked with its call; toxicity, %; measured here: cytotoxicity by cell density;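 0% = mean cell density of plate MIN control wells and 100% = no cells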
Myeloid diff MLP GFP+ MAC1+ % – further read-out of Myeloid diff MLP, marked with its call; GFP+ MAC1+ double positive, %; measured here: differentiation confirmed by MAC1 staining
* hit, by the source's call; i = inactive; nt = not tested or not shown; + = active, no number. Compounds were not picked by outcome; 3% or so of the library scored in one or more.

SMILES	TNAP activators	Insulin prom up	Insulin prom up cell count	Hep lipid drop	Hep lipid drop cells 6.5 µM	PMI inhibitors	T cell modulator	T cell modulator vesicle-bound %	Dynein transport	Dynein transport cytoplasmic EGFP	Dynein transport nuclear GR-EGFP	Dynein transport cell count	b-catenin transl	b-catenin transl cell count 5 µM	Myeloid diff MLP	Myeloid diff MLP GFP+ MAC1+ %	MT stabilize HCS	MT stabilize HCS Hoechst-high %	MT stabilize HCS cytotoxicity %
CCS(=O)(=O)NCC(c1cccnc1)N1CCN(c2ccc(OC)cc2)CC1 (stereo not drawn)	1.1	-0.29	1293	7	731	-2%	i	18	-0.86	-0.19	-0.48	0.42	2.1	1118	i	0.2	2.0	2.0	5.8
Cc1nn(Cc2ccccc2Cl)c(C)c1NC(=O)CCCn1nc([N+](=O)[O-])c(Cl)c1C	1.1	0.39	1407	-17	589	6%	i	31	-0.76	-0.13	-0.49	0.82	0.4	1053	i	0.4	3.4	2.5	5.3
COC(=O)CCC(=O)Nc1cccc2c(NC(=O)CCC(=O)OC)cccc12	1.1	-0.24	1244	-18	669	11%	i	44	-0.13	-0.23	-0.12	0.61	1.5	913	i	0.8	4.1	2.5	4.2
CCOc1ccc(-c2nc(C#N)c(NCc3ccco3)o2)cc1	1.1	-0.25	1632	31	625	13%	i	26	0.039	-0.23	0.04	-0.56	-0.9	1018	i	0.3	1.8	2.6	3.7
O=C(COC(=O)c1ccc(Cl)cc1O)NC(=O)C1CCCCC1	1	-0.34	1374	-25	666	-11%	i	44	-0.15	-0.32	-0.19	0.55	-4.0	1126	i	0.2	3.6	2.5	8.1
Cc1ccc(C(=O)N/N=C/c2ccc(-c3cccc(Cl)c3)o2)cn1	nt	-0.7	1390	3	742	nt	i	38	-3.5	0.29	-1.7	-0.042	9.6	890	i	0.3	nt	nt	nt
Cc1ccccc1CNc1nc(N)n(-c2ccccc2)n1	1.1	-0.33	1002	nt	nt	-16%	i	42	1.9	-0.13	1.3	-0.88	-0.2	1182	i	2.0	2.8	3.0	3.5
CCOC(=O)CC(NS(=O)(=O)c1ccc(OC)c(C)c1)c1cccc([N+](=O)[O-])c1 (stereo not drawn)	1.1	nt	nt	-4	375	25%	i	49	1	-0.2	0.49	-1.3	-1.8	995	i	0.5	2.4	3.0	7.5
Cc1cc(C)n(S(=O)(=O)c2cc(C)c(C)cc2C)n1	1.1	0.39	1944	-15	638	11%	i	11	-0.028	-0.26	0.42	0.97	0.3	1036	i	1.1	2.1	0.4	49
CCNNC(=O)C(O)(c1cccc(C)c1)c1cccc(C)c1	1.1	0.9	1607	-7	646	0%	i	28	-0.063	-0.26	0.12	-0.002	-3.8	1051	i	0.4	2.4	2.1	4.6
CCn1ncc([N+](=O)[O-])c1C(=O)Nc1c(C)nn(Cc2ccc(F)cc2)c1C	1.1	-0.18	1411	2	745	1%	i	32	-0.57	-0.3	-0.029	0.62	-3.8	1136	i	5.8	4.5	1.7	10
CCOc1ccc(N=Nc2c(=O)[nH]n3c(=O)c4c([nH]c23)CCCC4)cc1	1.6	0.59	1317	-8	629	-22%	i	45	-0.49	-0.33	-0.51	0.41	3.3	537	+	0.6*	8.8	2.6	7.4
Nc1cc(Cl)ccc1N1CCOCC1	1.1	-0.23	947	16	727	-1%	i	33	1.3	-0.24	0.42	-0.89	-2.3	1273	i	1.7	3.9	1.7	3.4
O=C(Cc1cccs1)N1CCN=C1SCc1ccc(F)cc1	1	0.48	1131	8	752	11%	i	33	-1.2	-0.18	-0.72	0.67	-0.1	1113	i	0.8	2.4	1.5	5.0
CCN(CC)C1CCN(C(=O)c2cc(COc3ccc(F)cc3Cl)on2)C1 (stereo not drawn)	1.1	-0.54	1466	1	710	5%	i	32	-0.66	-0.29	-0.25	0.54	-3.2	1020	i	0.8	1.7	1.4	1.6
O=C(Nc1n[nH]c(C(F)(F)F)n1)C1CC1	1	-0.41	1645	-3	679	1%	i	53	-0.49	-0.2	-0.057	-0.92	0.9	1001	i	0.5	0.9	0.7	3.6
Cc1ccc(S(N)(=O)=O)cc1NC(=O)/C=C/c1cccs1	1	nt	nt	nt	nt	6%	i	46	-0.25	0.11	-0.18	-0.17	nt	nt	i	1.0	3.3	2.0	6.3
CCCC(C(=O)O)n1c(O)c(C=C2N=c3ccccc3=N2)sc1=S (stereo not drawn)	nt	0.2	1050	10	713	nt	i	10	-0.92	-0.21	-0.39	0.15	-0.5	1278	i	0.1	nt	nt	nt
Cn1nccc1C(=O)Nc1ccc2c(c1)OCCO2	1.1	0.31	1393	-5	734	14%	i	60	0.89	-0.29	0.64	-0.72	1.0	968	i	0.6	4.1	2.0	6.0
COc1ccc(C(=O)NNC2=NC(C)(C)Cc3ccccc32)cc1	1.2	-0.35	1252	26	743	-2%	i	46	0.22	-0.18	0.2	0.16	nt	nt	i	0.2	3.2	1.4	6.8
O=[N+]([O-])c1cc(/C=N/n2c(-c3cccnc3)n[nH]c2=S)ccc1Cl	0.7	1.2	1469	-6	571	14%	i	49	1.2	-0.17	0.63	-1.7	5.7	1015	i	0.5	2.6	3.3	11
Nc1n[nH]c(C2CCCCC2)n1	0.6	nt	nt	10	724	11%	i	19	2.5	-0.13	1.2	-0.83	0.0	982	i	0.6	2.1	1.0	6.8
CCn1c(=O)cc(SCC(=O)Nc2cc(OC)c(OC)c(OC)c2)c2ccccc21	1.1	0.06	1462	nt	nt	8%	i	16	1.7	-0.057	0.99	-1.2	-0.1	1375	i	1.1	3.0	1.7	10
COc1ccc(/C=C2/CCCC(C(=O)C(F)(F)F)=C2O)cc1OC	nt	0.02	1393	nt	nt	nt	i	31	-2.3	0.3	-1.2	0.38	-0.4	1269	i	0.7	nt	nt	nt
CC1=C(C#N)C(NC(=O)C2CCCCC2)(C(F)(F)F)C(=O)N1 (stereo not drawn)	1.1	nt	nt	nt	nt	-4%	i	13	-1.5	-0.2	-1.1	0.014	nt	nt	i	0.9	2.5	2.3	8.1
Cc1ccc(C(=O)O)cc1NC(=S)NC(=O)c1ccc(-c2ccccc2)cc1	0.8	nt	nt	1	738	19%	i	45	-0.12	-0.27	0.14	0.25	-2.6	1025	i	0.4	1.8	1.5	3.5
COc1ccc(C(=O)Nc2ccc(NC(=O)c3cccs3)c(OC)c2)cc1Cl	1	-1.2	1333	37	689	-1%	i	58	2.7	-0.053	1.3	-2.2	-0.3	1592	i	0.2	1.5	1.7	1.5
NC(=O)c1cnn(C2CCS(=O)(=O)C2)c1 (stereo not drawn)	1.1	-0.51	1268	-17	612	-8%	i	42	0.16	-0.27	0.09	0.048	0.7	1086	i	0.7	1.4	1.3	2.6
CC(=O)NC1=NN(C(C)=O)C(C)(CS(=O)(=O)c2ccc3ccccc3c2)S1 (stereo not drawn)	1.1	nt	nt	5	753	-5%	i	40	-0.14	-0.24	-0.26	-0.4	2.6	562	i	0.7	4.8	2.2	3.3
CC(C)c1onc(C(=O)NCc2cccs2)c1[N+](=O)[O-]	1	-0.14	1313	7	688	-14%	i	48	0.41	-0.24	0.57	-0.08	1.6	1149	i	0.3	2.4	2.0	1.7
CCN1CCN(CCCNC(=O)c2csc3c2CCCCC3)CC1	1.1	-0.28	1137	nt	nt	2%	i	47	0.54	-0.32	0.27	-0.41	0.8	1410	i	8.4	4.0	3.4	7.6
Cc1cccc(CCNC(=O)C2CCCN(S(=O)(=O)c3cccc4nsnc34)C2)c1 (stereo not drawn)	1	1.1	1570	-4	652	10%	i	23	-0.69	-0.23	0.45	0.23	-2.2	982	i	1.1	3.2	2.8	9.1
C=CCOc1ccc(/C=N/NC(=O)CN(c2cc(Cl)ccc2OC)S(=O)(=O)c2ccc(C)c([N+](=O)[O-])c2)cc1	1.2	-0.14	1341	4	612	21%	i	10	-0.08	-0.23	0.046	0.73	-2.8	1209	i	0.2	2.7	1.8	9.2
CC(C)CN(C(=O)CN1CCc2ccccc21)c1c(N)n(CC(C)C)c(=O)[nH]c1=O	1	-0.33	1210	-5	688	-4%	i	39	0.25	-0.31	0.6	-0.72	-3.0	1093	i	0.3	7.3	3.4	9.5

From PubChem BioAssay
